HTR5A inv ctr: HTR5A inverse agonism, opioid heterodimer counter-screen. P47898. HTR5A cell line, luminescence. inhibition, % at 9.3 µM. 340,000 compounds, 0.083% hits. AID 504634; in the data active means inhibition mostly above about 23%, no sharp cut-off; inactive means mostly below about 18%;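 further: 0% = cells with DMSO and 100% = no-cell wells with DMSO; some compounds called inactive have numbers as strong as hits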
Target sequence (P47898 whole entry, looked up): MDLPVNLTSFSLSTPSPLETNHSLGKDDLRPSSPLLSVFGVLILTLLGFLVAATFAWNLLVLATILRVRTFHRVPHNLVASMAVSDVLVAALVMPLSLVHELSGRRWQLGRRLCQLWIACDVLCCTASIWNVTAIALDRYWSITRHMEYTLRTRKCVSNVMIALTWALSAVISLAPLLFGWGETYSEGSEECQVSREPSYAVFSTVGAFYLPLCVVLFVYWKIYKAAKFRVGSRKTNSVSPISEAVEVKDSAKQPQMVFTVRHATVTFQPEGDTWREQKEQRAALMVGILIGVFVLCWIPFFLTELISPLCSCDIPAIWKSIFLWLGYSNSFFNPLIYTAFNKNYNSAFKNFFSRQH
MOR-DOR inv ag: inverse agonist of human OPRM1-OPRD1 heterodimerization | P35372+P41143 | cell-based MOR-DOR heterodimer luminescence, inverse agonism | inhibition, % at 9.3 µM | 340,000 compounds, 0.21% hits | AID 504357; in the data active means inhibition above about 22%, passing the limit was not always enough;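 further: 0% = cells with DMSO and 100% = wells without cells with DMSO; values of inactives mirror those of a sister screen read the other way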
OPRM1-OPRD1 ag: agonists of human mu-delta opioid receptor heterodimerization. activation, % at 9.3 µM. 340,000 compounds, 0.3% hits. AID 504326. cells, OPRM1-OPRD1 heterodimerization, luminescence. P35372+P41143; in the data active means activation above about 18%;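 further: 0% = vehicle-treated cells and 100% = reference agonist; values of inactives mirror those of a sister screen read the other way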
Cardiac RTF inh: cardiac RTF calcium desensitization; P19429+P45379; IANBD-labeled cardiac RTF, Ca2+ fluorescence; inhibition, % at 7.15 µM; 340,000 compounds, 0.12% hits; AID 493244;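 active means inhibition above the mean inhibition of all tested compounds plus 3 SD, cut at about 17% in these data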;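 further: assay run at fixed EC70 calcium of 1.6 mM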
LANA DNA inh: blocks KSHV LANA C-terminal domain binding to DNA | 340,000 compounds, 0.078% hits | MBP-C-LANA/FAM-LBS DNA binding, fluorescence polarization | AID 504423 | inhibition, % at 9 µM;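 active means highest replicate inhibition at or above 60% at 9 µM, even if other replicates fall short; inactive means all replicates below 60% inhibition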;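 further: 0% = neutral control wells and 100% = 4 µM acridine orange control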
cardiac RTF act: increases calcium sensitivity of human cardiac regulated thin filaments; IANBD-labeled TnC RTF fluorescence at EC20 calcium; 0% EC20 calcium, 100% full calcium; AID 493008; activation, % at 7.2 µM; 340,000 compounds, 0.24% hits; P19429+P45379;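 active means activation above the mean over all tested compounds plus 3 SD, cut at about 30% in these data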;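 further: rise in fluorescence read as greater calcium sensitivity of cardiac thin filaments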
HTR5A ag ctr: counter-screen for OPRM1-OPRD1 agonists: human HTR5A agonism; P47898; HTR5A agonist assay, luminescence, cell-based; activation, % at 9.3 µM; 340,000 compounds, 0.61% hits; in the data active means activation mostly above about 9.5%, no sharp cut-off; inactive means mostly below about 7.6%;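 further: 0% = cells with vehicle only and 100% = reference agonist; strong numbers were not always called active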
CAL-PDZ inh HTS: CAL PDZ (human) peptide binding inhibition; Q9HD26; purified CAL PDZ, TMR-peptide fluorescence polarization, 1 h; inhibition, % at 24.9 µM; 300,000 compounds, 0.92% hits; AID 602252;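 active means mean inhibition of at least 30% with at least half of replicates also reaching 30%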;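 further: 0% = DMSO neutral control and 100% = excess unlabeled competitor peptide PRC23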
V-ATPase pHluor: yeast V-ATPase proton transport regulation by pHLuorin | S. cerevisiae, pHLuorin cytosolic pH fluorescence | 350,000 compounds, 0.37% hits | response, % at 10 µM; in the data active means response mostly above about 7.3%, no sharp cut-off; inactive means mostly below about 5.4%; further: actives read high; inactives centre near 0; some compounds called inactive have numbers as strong as hits; reference of the scale not given here
Keap1-Nrf2 PPI: disrupts human Keap1 binding to Nrf2 peptide | Q14145 | Keap1 Kelch-Nrf2 peptide fluorescence polarization, 1536-well | inhibition, % at 9.4 µM | 340,000 compounds, 0.15% hits | AID 504523; in the data active means inhibition above about 12%;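 further: human Keap1 Kelch domain with fluorescein labeled Nrf2 9mer peptide probe; 0% = neutral control wells and 100% = peptide positive control; higher means more block of Keap1 binding to Nrf2 peptide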
Target sequence (Q14145 whole entry, looked up, the tested form may be a part): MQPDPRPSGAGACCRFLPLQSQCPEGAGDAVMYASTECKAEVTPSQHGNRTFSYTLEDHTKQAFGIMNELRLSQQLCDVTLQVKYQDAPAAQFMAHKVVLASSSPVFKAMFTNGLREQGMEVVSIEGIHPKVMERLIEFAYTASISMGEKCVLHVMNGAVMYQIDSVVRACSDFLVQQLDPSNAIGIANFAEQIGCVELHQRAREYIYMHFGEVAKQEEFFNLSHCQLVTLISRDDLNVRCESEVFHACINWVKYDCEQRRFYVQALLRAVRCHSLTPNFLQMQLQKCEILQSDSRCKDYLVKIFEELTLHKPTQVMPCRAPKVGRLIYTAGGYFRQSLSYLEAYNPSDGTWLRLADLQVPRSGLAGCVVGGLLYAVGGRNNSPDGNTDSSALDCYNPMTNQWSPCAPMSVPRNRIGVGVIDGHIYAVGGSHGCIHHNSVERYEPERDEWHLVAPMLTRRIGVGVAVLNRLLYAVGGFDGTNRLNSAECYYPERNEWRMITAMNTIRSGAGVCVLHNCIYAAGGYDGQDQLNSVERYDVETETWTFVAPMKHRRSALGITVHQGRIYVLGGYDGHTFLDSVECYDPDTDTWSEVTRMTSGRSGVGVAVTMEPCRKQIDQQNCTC
* marks the source's active call; other numbers are inactive results; x = no result given. Random draw from the library; 2.8% or so of the library scored in one or more.

SMILES | HTR5A inv ctr | MOR-DOR inv ag | OPRM1-OPRD1 ag | Cardiac RTF inh | LANA DNA inh | cardiac RTF act | HTR5A ag ctr | CAL-PDZ inh HTS | V-ATPase pHluor | Keap1-Nrf2 PPI
O=C(CSCc1nc2ccccc2[nH]1)N1CCN(c2ccc(F)cc2)CC1 | 4 | -8 | 1.4 | -6 | 1.4 | 9 | 5 | -5 | 6 | -1
C=CCn1c(COc2cccc3ccc(C)nc23)nnc1SCC(=O)OC | -8 | -20 | 4.0 | 1 | 0.9 | -8 | 3 | -3 | -9 | -3
COc1ccccc1CN(CC(=O)NCC1CCCO1)C(=O)CNS(=O)(=O)c1ccc(C)cc1 (stereo not drawn) | 10 | 4 | -1.0 | -11 | 0.2 | 0 | -2 | -2 | 4 | -5
Cc1cc(C)n2cc(CSc3nc4cc(Cl)ccc4o3)nc2n1 | 18 | 16 | -2.9 | -1 | 2.0 | 6 | -7 | -5 | -6 | -3
CCCc1cc(=O)oc2cc(C)cc(OCC(=O)NCCCn3ccnc3)c12 | -9 | 20 | -4.1 | -2 | -0.3 | -3 | 5 | 4 | 2 | 1
Cn1c(COc2ccccc2)nnc1SCC(=O)NNC(=O)C1CCCCC1 | 2 | 5 | -1.0 | -5 | 0.4 | -1 | -1 | -2 | -1 | -4
CCOc1ccccc1NC(=S)N1C2CCC1CC(NC(=O)NC13CC4CC(CC(C4)C1)C3)C2 (stereo not drawn) | -9 | 6 | -1.0 | 7 | 4.6 | 2 | 2 | -6 | 1 | -6
O=C(c1cccc(F)c1)N1CCN(c2cccc(C(F)(F)F)c2)CC1 | 12 | 2 | -0.2 | 13 | -0.9 | -2 | 3 | 2 | 4 | -1
COc1ccc(N2CCN(C(=O)[C@@H](NC(=O)c3cc(OC)cc(OC)c3)C(C)C)CC2)cc1 | -22 | 0 | 0.1 | -4 | -0.9 | 1 | 2 | -3 | 3 | -2
CNc1nc(Oc2ccc(=O)n(C)n2)nc(N2CCOCC2)n1 | 1 | 12 | -2.0 | -2 | -0.5 | 5 | 0 | -2 | x | -1
COc1cc(C2c3c(-c4ccccc4)n[nH]c3C(=O)N2c2ccccc2)ccc1O (stereo not drawn) | 15 | 11 | -2.3 | 3 | 2.9 | 0 | -6 | -1 | -5 | -1
CC(=O)c1ccc(NC(=O)COC(=O)c2c[nH]c3ccccc23)cc1 | -16 | 7 | -1.8 | -8 | 0.4 | -4 | 6 | -4 | -1 | 4
Cc1ccc(Sc2cnn(-c3ccccc3)c(=O)c2Cl)cc1 | -9 | -39 | 7.2 | -9 | 2.2 | 14 | 3 | -4 | 0 | -5
COc1ccc(CCN2C(=O)CC(NNC(=O)c3ccccc3Br)C2=O)cc1 (stereo not drawn) | -22 | 5 | -1.0 | 12 | 2.6 | 3 | 6 | 0 | -2 | -5
CC(=O)c1ccc(Sc2nnnn2-c2ccccc2)c([N+](=O)[O-])c1 | -3 | -34 | 6.5 | -7 | 2.2 | 7 | 5 | 4 | 0 | -6
COc1ccccc1/C=C1\SC(=S)N(CCC(=O)N2CCN(C)CC2)C1=O | -20 | 8 | -1.2 | -22 | -1.4 | -3 | 2 | -1 | -1 | -2
COc1ccc(C)cc1S(=O)(=O)N(C)CC(=O)N1CCC(C(N)=O)CC1 | 9 | 2 | -0.3 | -5 | -1.5 | 4 | 1 | 1 | -2 | -2
O=[N+]([O-])c1cccc(S(=O)(=O)Nc2ccc(S(=O)(=O)Nc3nccs3)cc2)c1 | 0 | 6 | -1.1 | 11 | -0.5 | -4 | 0 | x | 0 | 3
N#Cc1ccc(C(=O)Nc2cc(-c3ccc(F)cc3)nn2-c2ccccc2)cc1 | -17 | 14 | -2.6 | -9 | -1.1 | 2 | 7 | -1 | -1 | 0
Cc1nc2scc(C)n2c(=O)c1S(=O)(=O)Nc1ccc(OC(F)(F)F)cc1 | -8 | -20 | 3.6 | -8 | 0.6 | 1 | 4 | -3 | -1 | -4
O=C(Nc1ccccc1C(=O)NC1CC1)c1ccccc1F | -3 | 3 | -0.8 | -2 | 1.2 | 6 | 1 | -3 | 5 | -8
COCCCNC(=O)c1ccc(CS(=O)(=O)c2ccccc2C)o1 | -3 | 13 | -3.0 | -5 | -1.2 | -1 | 1 | 17 | 0 | -9
CCOCCCN1CN(Cc2ccco2)CNC1=S | 22 | 4 | -0.8 | -4 | -0.6 | -1 | 5 | -5 | 1 | 0
CN1C(=O)NC2C1N(S(C)(=O)=O)CCN2S(C)(=O)=O (stereo not drawn) | -13 | 8 | -1.8 | -8 | -3.8 | 0 | -5 | -4 | -2 | 1
COc1ccc(C2CC(c3ccccc3)=NN2C(=O)CSc2nnnn2-c2cccc(C)c2)cc1 (stereo not drawn) | -10 | 4 | -0.7 | -2 | -1.3 | 1 | 1 | -3 | 2 | 2
CS/C(N)=N/C(=S)Nc1cccc(Cl)c1 | 8 | 4 | -0.8 | -2 | 0.4 | -3 | -4 | 13 | 1 | 0
CCC(C)C(=O)Nc1ncc2c(n1)CC(c1cccs1)CC2=O (stereo not drawn) | 13 | 18 | -3.5 | -5 | -1.4 | -3 | 3 | -2 | 1 | -6
CCCCOCCOCCOCCCC | -18 | 13 | -2.5 | 1 | 0.2 | 1 | 4 | 0 | -1 | -1
O=C(c1[nH]ncc1[N+](=O)[O-])N1CCOCC1 | -35 | 10 | -1.9 | -3 | -1.0 | 0 | 14 | -3 | -2 | 3
CCN(CC)CCCNC(=O)c1cn(C)c2ccc(S(=O)(=O)N(C)C)cc2c1=O | -9 | 15 | -2.9 | -8 | -0.6 | 1 | 3 | 1 | -2 | -3
Cc1ccc(NC(=S)N2CCOCC2)cc1 | 2 | 6 | -1.0 | 4 | 1.3 | 3 | 1 | -3 | 0 | 1
COc1ccc(N2C(N)=C(C#N)C(c3ccsc3)C3=C2CCCC3=O)c(OC)c1 (stereo not drawn) | -5 | 4 | -0.7 | -7 | 0.2 | 2 | 5 | 1 | 0 | -5
C=CCn1c(COc2ccccc2F)nnc1SCC(=O)NC(=O)NCc1ccco1 | 33 | 10 | -1.8 | 6 | -0.9 | 9 | 10 | 3 | -8 | 5
COc1ccc(CCn2c(SCC(=O)Nc3cc(C)on3)nc3ccsc3c2=O)cc1OC | -32 | 5 | -0.9 | -6 | 1.0 | -1 | 6 | x | -1 | -3
COc1ccc(C(=O)c2ccc(N(C)C)cc2)c2ccccc12 | -17 | 2 | -0.4 | -9 | 1.4 | 2 | 3 | -1 | -1 | 4
O=C(NCc1cccc(Cl)c1)c1ccco1 | 21 | 4 | -0.7 | -3 | 0.0 | 4 | 0 | -4 | -3 | -6
CCN(CC)C(=O)Cn1cc(C(=O)C(=O)N(C)C2CCN(C)CC2)c2ccccc21 | 2 | 4 | -0.8 | 0 | -0.8 | -5 | 0 | -3 | 0 | -2
Brc1ccc(-c2nnc3n2-c2ccccc2CC3)cc1 | 1 | 0 | 0.1 | -10 | 0.2 | -3 | -2 | -5 | -4 | 0
N#CC(c1ccccn1)c1ncc(C(F)(F)F)cc1Cl (stereo not drawn) | 9 | 1 | -0.2 | -5 | -1.1 | 2 | 6 | 5 | -2 | -4
Cc1nc2ccccc2nc1N1CCC(C)CC1 | 20 | 1 | -0.1 | 3 | 0.0 | -2 | 2 | -4 | 5 | 3
COc1ccccc1C(=O)NCC(=O)OCC(=O)Nc1nnc(-c2ccccc2)o1 | 7 | 11 | -2.7 | 2 | 2.8 | -4 | 2 | 4 | -1 | 0
O=C(N/N=C\c1cccc(Cl)c1)c1n[nH]c2c1CCCC2 | -3 | -5 | 0.7 | -18 | 0.5 | -2 | 1 | -1 | -1 | -3
CC(C)NC(=O)c1ccc(N(Cc2ccc(Cl)cc2)S(C)(=O)=O)cc1 | -5 | 8 | -1.5 | 2 | -0.2 | 3 | 3 | 0 | -3 | -5
Cn1c2ccccc2c(=O)c2c(=O)n(-c3ccc(F)cc3)c(-c3cccs3)nc21 | 14 | 16 | -3.3 | -4 | -0.8 | 10 | -7 | 0 | -3 | -3
COC(=O)c1ccc(NC(=O)CCS(=O)(=O)c2ccc(Br)cc2)cc1 | 2 | -4 | 0.7 | -24 | 1.1 | -5 | -1 | -5 | -4 | -3
Cc1ccc(CNC(=O)C2CC3Cn4c(nc5cc(Cl)c(Cl)cc54)C3N2C)o1 (stereo not drawn) | 17 | 9 | -1.7 | -6 | 1.4 | 5 | -7 | 0 | -1 | -2
CN(C)C(=O)COc1ccc2ccc(=O)oc2c1 | 2 | 3 | -0.6 | -19 | 1.1 | 0 | 1 | -1 | 2 | -1
CCOC(=O)c1cc2nc(Nc3ccc(OC)cc3)sc2s1 | -9 | -6 | 1.1 | -1 | 0.5 | -5 | 3 | -2 | -3 | -5
Cc1cccc2cc(C#N)c(N3CCOCC3)nc12 | -8 | 14 | -2.9 | 7 | -4.9 | -4 | 2 | 7 | 0 | -3
Cc1ccc(-c2cc(C(F)(F)F)nn2-c2ccc(S(N)(=O)=O)cc2)cc1 | -17 | -76 | 14 | -1 | -5.5 | 7 | 7 | -2 | 3 | -3
CCOC(=O)C1CCN(C(=O)C2(NC(=O)Nc3ccc(F)cc3F)CCCCC2)CC1 | 7 | 17 | -3.0 | -1 | 1.8 | -4 | -3 | -3 | 0 | 8
COc1ccc(C(=O)C[n+]2cccc(C)c2)cc1 | 4 | -1 | 0.2 | 8 | -2.9 | 7 | 3 | 0 | -5 | 4
C=CCN1C(=O)c2ccc(C(=O)N(CC)CC(=O)Nc3cc(Cl)ccc3C)cc2C1=O | -8 | 11 | -2.0 | -5 | -0.1 | -7 | 3 | 22 | -7 | 5
COCCCn1c(C)nnc1SCC(=O)NNC(=O)COc1ccc(Cl)cc1 | -18 | -14 | 1.9 | 0 | -0.2 | 6 | 4 | -3 | -2 | -4
O=C(NCCCN1CCOCC1)C(=O)NCC1OCCN1S(=O)(=O)c1cc(F)ccc1F (stereo not drawn) | -3 | 10 | -1.4 | 5 | 0.5 | -4 | -2 | -3 | -2 | 0
CN(CCc1ccccn1)Cc1ccc(Cl)cc1 | -15 | 14 | -2.6 | -1 | -0.7 | 0 | 1 | 2 | 2 | -4
Cc1c(NC(=O)CN2c3ccccc3CC2C)c(=O)n(-c2ccccc2)n1C (stereo not drawn) | 28 | -13 | 2.5 | -9 | 1.3 | 6 | -1 | 1 | 1 | -5
Cc1c(Cl)cccc1NS(=O)(=O)c1ccc(-c2ccc(=O)[nH]n2)o1 | -6 | 5 | -1.0 | -4 | 1.0 | -6 | 1 | -1 | 0 | -5
O=C(Nc1cc(Cl)ccc1N1CCOCC1)c1ccc(Br)o1 | 5 | 14 | -3.5 | -8 | -1.9 | -2 | -2 | x | -2 | 0

Screening data (PubChem BioAssay)
